# Source: PubChem (The Scripps Research Institute Molecular Screening Center)
# M1 PAM parental – counter-screen for M1 PAMs: effect in parental CHO-K1 cells; ATP EC20, Fluo-8 calcium fluorescence; 0% at ATP EC20, 100% at ATP max; activation, % at 3 µM; hit rate 0.02% among 360,000; AID 602247;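 active means activation above the run cutoff, the mean activation of all test compounds plus 3 SD, cut at about 40% in these data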;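 further: peak over basal fluorescence ratio in a 140 s read after ATP addition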
# CHO-K1 Ca ag – nonselective activator or artifact in parental CHO-K1 cells; Fluo-8 calcium fluorescence; scaled to maximal ATP response, vehicle zero; activation, % at 3 µM; hit rate 0.48% among 360,000; AID 602248; in the data active means activation above about 15%;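 further: untransfected CHO-K1 host cells lacking M1 receptor as counterscreen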
# TAAR1 agonist – human TAAR1 agonism. CHO RD-HGA16 TAAR1, Fluo-8 calcium fluorescence; vehicle wells 0%, saturating PEA agonist 100%. Q96RJ0. hit rate 0.99% among 360,000. activation, % at 3 µM;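 active means activation above the mean activation of all test compounds in the run plus 3 SD, cut at about 38% in these data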
#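 Signal – calcium-sensitive Fluo-8 signal, excitation 470-495, emission 515-575 nm · System – RD-HGA16 (CHO) cells co-expressing Gα16 and hTAAR1 · Incubation – 17-24 h seeding, 75 min 37 °C dye, 30 min RT · Compound dosing – 3 µM single concentration · Repeats – no replicates (n 1)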
# V1R ag counter – counter-screen for oxytocin receptor agonists: human V1a receptor agonists. CHO-V1R cells, Fluo-8 calcium fluorescence, agonist mode; 0% DMSO, 100% 3 nM vasopressin. hit rate 0.25% among 320,000. P37288. activation, % at 3 µM;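 active means activation above the mean activation of all tested compounds plus 3 SD, per screening run, cut at about 20% in these data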;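 further: signal is peak over basal fluorescence ratio across a 100 second FLIPR read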
# Target sequence (P37288 whole entry, looked up): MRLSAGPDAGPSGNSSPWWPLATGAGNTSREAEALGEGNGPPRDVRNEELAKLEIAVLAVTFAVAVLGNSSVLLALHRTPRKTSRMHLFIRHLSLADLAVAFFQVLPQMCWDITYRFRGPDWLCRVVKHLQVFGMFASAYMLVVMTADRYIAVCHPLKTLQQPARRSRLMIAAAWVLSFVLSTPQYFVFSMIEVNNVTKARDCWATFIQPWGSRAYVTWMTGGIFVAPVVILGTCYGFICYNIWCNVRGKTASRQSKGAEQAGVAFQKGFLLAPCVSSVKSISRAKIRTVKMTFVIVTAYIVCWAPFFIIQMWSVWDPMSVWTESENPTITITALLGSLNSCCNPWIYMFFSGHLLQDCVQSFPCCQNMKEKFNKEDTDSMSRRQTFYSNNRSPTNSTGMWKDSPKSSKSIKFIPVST
# CHO parental Ca – signal in parental CHO cells, OX1R antagonist counter-screen; parental CHO-K1, ATP-induced calcium, Fluo-8 fluorescence; inhibition, % at 5.6 µM; hit rate 0.63% among 330,000;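 active means inhibition above that plate's mean sample inhibition plus 3 SD, cut at about 26% in these data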;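 further: 0% = ATP-challenged DMSO wells and 100% = DMSO wells without ATP; some compounds past the cut are filed as inactive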
#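 Measured by: calcium-sensitive Fluo-8 fluorescence / Test system: CHO parental line / Controls: ATP-challenged DMSO wells low, unchallenged DMSO wells high / Measure: % inhibition / Compound: single nominal dose of 5.6 µM per compound / Replicates: single well per compound, no replicates / Reagent: ATP as calcium-mobilizing challenge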
# CHO-K1 Ca antag – nonselective inhibitor or artifact in parental CHO-K1 cells; inhibition, % at 3 µM; ATP-induced calcium, Fluo-8 fluorescence; AID 602250; hit rate 0.6% among 360,000;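 active means inhibition above a per-plate cutoff, the plate's mean sample inhibition plus 3 SD, cut at about 24% in these data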;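 further: 0% = DMSO plus EC80 ATP and 100% = DMSO alone without ATP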
# OXTR potentiate – human OXTR potentiation. P30559. CHO-OTR cells, Fluo-8 calcium fluorescence, potentiator mode; 0% = oxytocin EC15, 100% = EC100. activation, % at 3 µM. hit rate 0.061% among 320,000. AID 2445;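 active means activation above that plate's cutoff, the mean activation of tested compounds plus 3 SD, cut at about 6.6% in these data, passing the limit was not always enough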;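 further: 100% uses oxytocin at 75 nM as the full agonist control; some results filed as inactive read as strong as hits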
# Target sequence (P30559 whole entry, looked up): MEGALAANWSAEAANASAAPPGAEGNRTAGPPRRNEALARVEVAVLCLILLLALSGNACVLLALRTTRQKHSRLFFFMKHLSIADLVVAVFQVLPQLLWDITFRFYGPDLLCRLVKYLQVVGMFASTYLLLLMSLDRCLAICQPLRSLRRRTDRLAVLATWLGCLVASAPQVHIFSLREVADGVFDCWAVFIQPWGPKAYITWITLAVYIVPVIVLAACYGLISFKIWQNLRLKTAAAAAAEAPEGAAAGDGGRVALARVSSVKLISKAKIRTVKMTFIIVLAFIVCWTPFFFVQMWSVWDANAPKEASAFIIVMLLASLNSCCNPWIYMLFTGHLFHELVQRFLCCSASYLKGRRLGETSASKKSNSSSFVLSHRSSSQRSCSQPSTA
#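 System: human OTR in CHO cells / Also added: sub-maximal oxytocin, roughly EC15 / Control set: EC15 oxytocin low, 75 nM oxytocin high / Schedule: 6 min compound pre-incubation at room temperature, 100 s kinetic read / Compound: single-point 3.0 µM / Replication: singlicate / Technique: Fluo-8 calcium dye fluorescence / Read-out basis: % activation of max/min ratio relative to oxytocin controls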
# M1 ag – agonists of human M1 muscarinic receptor. P11229. CHO-K1 hM1, Fluo-8 calcium fluorescence, agonist mode; 0% DMSO, 100% acetylcholine EC100. activation, % at 3 µM. hit rate 0.33% among 360,000. AID 588814;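 active means activation above the run's mean compound activation plus 3 SD, cut at about 16% in these data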;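 further: peak over basal fluorescence ratio within a 140 s kinetic read after compound addition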
# TAAR1 antag – antagonists of human TAAR1; AID 624466; inhibition, % at 3 µM; CHO RD-HGA16 TAAR1, Fluo-8 calcium fluorescence, antagonist; hit rate 1.5% among 360,000;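 active means inhibition above a per-plate cutoff, the mean inhibition of test compounds on that plate plus 3 SD, cut at about 49% in these data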;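 further: 0% = DMSO plus EC80 beta-PEA response and 100% = DMSO alone without agonist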
#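 Assay system: CHO-derived RD-HGA16 cells stably expressing human TAAR1 plus Gα16. Timing: 140 s kinetic read after compound, 140 s after agonist. Technique: kinetic Fluo-8 calcium fluorescence measurement. Measure: % inhibition of agonist calcium response.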
# * hit, by the source's call; . = no result given. Random draw from the library; 3.3% or so of the library scored in one or more.
entry	SMILES	M1 PAM parental	CHO-K1 Ca ag	TAAR1 agonist	V1R ag counter	CHO parental Ca	CHO-K1 Ca antag	OXTR potentiate	M1 ag	TAAR1 antag
1	O=C(O)c1ccc2c(c1)C(=O)N(CCc1c[nH]c3ccccc13)C2=O	-4	1.1	9	.	.	-4	.	-1	-1
2	CC1CCN(c2c(NCC3CCC(C(=O)N4CCCCC4)CC3)c(=O)c2=O)CC1 (centres undefined)	-7	-0.1	1	-0.1	-4	28*	3	-2	-2
3	Cn1c(=O)c2cc3ccccc3nc2n(C)c1=O	12	0.8	0	1.9	-12	-10	-8	-3	14
4	O=C(NCc1ccc2c(c1)OCO2)c1cc(=O)[nH]c2ccccc12	23	6.6	1	0.0	-5	-10	5	-3	1
5	O=c1c2ccccc2ncn1-c1ccc([N+](=O)[O-])cc1Cl	-22	-0.1	4	-0.2	-6	24*	-1	-3	-9
6	CCCCNC(=O)/C(C#N)=C/c1cccnc1	8	0.3	7	1.1	12	3	6	-5	-4
7	Cc1ccc(-c2nnc(CSc3nc4cc5c(cc4cc3C)OCO5)o2)cc1	28	0.7	0	0.5	-14	-35	-2	-3	-18
8	Cc1cccc(C)c1Cn1c(C)c(C(=O)NCCC#N)sc1=O	-2	0.3	0	.	.	-2	.	-1	7
9	COc1ccccc1N(C)S(=O)(=O)c1ccc(C)c(C(=O)NCc2ccccn2)c1	2	3.3	7	1.7	-26	-10	-5	-5	13
10	COc1ccc(NC(=O)CN(C)CC(=O)N2CC(=O)Nc3ccccc32)cc1	-6	0.1	-1	0.6	-12	-14	-5	-4	2
11	Cc1sc2nc(CSc3ccccc3)nc(N3CCOCC3)c2c1C	-12	-0.6	12	0.6	-38	14	-5	-7	5
12	CCCS(=O)(=O)N1CCCC(C(=O)NCCCOC(C)C)C1 (centres undefined)	20	0.5	7	0.2	-11	-5	-16	-3	-5
13	CC12CCC(C(N)C1=O)C2(C)C (centres undefined)	-6	7.3	-1	.	.	5	.	1	17
14	NC(=O)NCc1ccc(F)cc1	4	2.1	0	5.1	14	-10	-8	-7	-19
15	Cc1nc(C)c(C(=O)OCC(=O)NCc2ccccc2)s1	21	0.8	18	1.3	2	-26	-2	-4	10
16	S=c1[nH]c2ccccc2n1CCc1ccncc1	11	0.7	2	.	.	-7	.	-2	0
17	Cc1ccc(NC(=O)CN(C)C(=O)CSc2ccccc2F)cc1	9	0.5	0	0.0	-10	-5	-7	-2	-5
18	CCN(CC)S(=O)(=O)c1ccc(N2CCOCC2)c(NC(=O)C(C)Oc2ccc(F)cc2)c1 (centres undefined)	-1	5.3	8	-0.8	-25	-3	0	-7	0
19	Cn1c(Cc2cccs2)nnc1SCC(=O)N1CCc2ccccc21	3	0.4	2	-0.9	-8	-2	-15	-7	-14
20	CCNc1nc(NCC)nc(OCC(=O)O)n1	13	0.3	0	1.3	1	-4	1	-1	-3
21	COc1ccc(C2CC(c3ccccc3Cl)Nc3ncnn32)cc1OC (centres undefined)	14	0.7	3	4.7	-23	-3	-5	-1	12
22	Cc1sc2nc(CSc3cccc(C(F)(F)F)c3)[nH]c(=O)c2c1C	17	0.0	1	1.3	1	-5	-7	-7	4
23	CCOc1cc(C(=O)N2CCC3(CC2)NCCc2[nH]cnc23)cc(OCC)c1OCC	-5	0.3	8	0.4	-2	-10	4	-3	-18
24	O=C(CCn1ccnc1)Nc1cc(Cl)ccc1O	15	0.1	11	0.4	-5	4	-9	-6	-23
25	Cn1c(N)c(C(=O)COC(=O)C2=NNC(=O)CC2)c(=O)n(C)c1=O	11	1.6	1	1.3	1	-8	1	-3	-14
26	Cc1ccc(N2Cc3ccccc3C2=S)cc1	22	0.1	7	-1.7	-8	-11	-8	-14	0
27	CCOC(=O)CC1C(=O)NCCN1C(=O)COc1ccc(Br)cc1C (centres undefined)	19	0.7	2	1.0	-18	-20	0	-3	5
28	COc1ccc(-c2nn(-c3ccccc3)cc2/C=C(/C#N)C(N)=O)cc1[N+](=O)[O-]	19	5.5	2	1.0	-5	1	-3	-6	9
29	CCN(CC)CCCNC(=O)c1cc(-c2ccc(Cl)cc2)on1	17	0.2	14	0.8	-14	-11	-9	-7	0
30	CN[C@H]1CCc2cc(OC)c(OC)c(OC)c2-c2ccc(N(C)CC(OC)OC)c(=O)cc21	-2	0.2	3	-0.3	-14	-11	0	-5	-6

# Part of the list above, screen by screen:
24	O=C(CCn1ccnc1)Nc1cc(Cl)ccc1O
25	Cn1c(N)c(C(=O)COC(=O)C2=NNC(=O)CC2)c(=O)n(C)c1=O

Assay by compound,24,25
M1 PAM parental,15,11
CHO-K1 Ca ag,0.1,1.6
TAAR1 agonist,11,1
V1R ag counter,0.4,1.3
CHO parental Ca,-5,1
CHO-K1 Ca antag,4,-8
OXTR potentiate,-9,1
M1 ag,-6,-3
TAAR1 antag,-23,-14

# Later entries:
entry	SMILES	M1 PAM parental	CHO-K1 Ca ag	TAAR1 agonist	V1R ag counter	CHO parental Ca	CHO-K1 Ca antag	OXTR potentiate	M1 ag	TAAR1 antag
31	Cc1cc(C)c(C#N)c(SCc2nnc(-c3ccccc3[N+](=O)[O-])o2)n1	-6	7.4	25	3.0	0	18	-4	-6	9
32	COc1ccc(C(NC(=O)C2CCN(Cc3ccc(Oc4ccccc4)cc3)CC2)c2ccccn2)cc1 (centres undefined)	12	2.5	16	.	.	-10	.	-2	-1
33	c1ccc(-c2cc3n(c2)CCc2ccccc2-3)cc1	6	0.0	3	0.6	-16	-3	-6	-3	-3
34	Cc1c(O)ccc(/C=N/Nc2nc(-c3cccnc3)nc3ccccc23)c1O	4	6.3	18	-0.6	-5	-1	-1	1	74*
35	O=C(O)CCN(CCC(=O)O)c1ccccc1	8	0.6	12	1.6	-3	-4	-7	-3	0
36	COC(=O)CSc1nnc(-c2sc3cc(OC)ccc3c2Cl)n1C	-6	0.3	3	0.5	-1	5	-10	-4	4
37	Cc1cccc2c1CC(C)(C)N/C2=C\C(N)=O	-6	-0.3	0	0.5	-13	8	-4	-4	-10
38	COc1ccc(CCNC(=O)Cn2nc([N+](=O)[O-])c(Br)c2C)cc1OC	17	-0.4	-2	-1.0	3	-13	-1	-2	-5
39	O=C(CN1CCc2ccccc2C1)NC1CCCC1	-8	1.6	2	0.0	1	7	-11	-7	-2
40	CNS(=O)(=O)c1cccc(C(=O)OCC(=O)N2c3ccccc3NC(=O)C2(C)C)c1	-20	1.1	5	0.1	-4	1	-4	-1	0
41	CCCCN(CC)CCNC(=O)c1cc2c(=O)[nH]c3ccccc3c2s1	3	0.4	6	0.9	-13	-16	-4	-6	-5
42	O=C(N/N=C/c1ccc([N+](=O)[O-])s1)c1ccccc1Br	11	1.4	13	1.0	-15	-20	-3	-1	2
43	O=c1c2ccccc2c(C=NCCCN2CCOCC2)c(O)n1Cc1ccccc1	0	0.5	1	1.9	-15	10	-11	-4	16
44	C=CCc1c(C)nc(SCCC)[nH]c1=O	-7	0.0	1	0.0	-10	-12	1	-10	-1
45	COc1ccc(CNC(=O)Cn2cnc3c(=O)n(C)c(=O)n(C)c32)cc1	7	0.3	5	0.2	-5	-1	2	-5	16
46	O=C1OCCC1Sc1nnc(-c2ccc(O)cc2)o1 (centres undefined)	11	1.0	5	1.4	7	-6	-10	-1	15
47	O=C(c1ccccc1)N1N=C(c2ccccc2)CC1c1ccc2nccnc2c1 (centres undefined)	10	-0.2	2	1.6	-13	6	-2	-1	3
48	C[C@H](O)C#Cc1cnc2c(c1)C(=O)N([C@H](C)CO)C[C@@H](C)[C@@H](CN(C)Cc1ccc(-c3ccccc3)cc1)O2	5	0.2	0	.	.	-4	.	-11	-5
49	CC(=O)Nc1cccc(NC(=O)NC2CC(=O)N(c3ccc4c(c3)OCCO4)C2)c1 (centres undefined)	13	0.1	1	.	.	-12	.	0	-13
50	CCCCN(C)S(=O)(=O)c1ccc(C(=O)N(CCN(C)C)c2nc3ccc(C)cc3s2)cc1	14	0.4	9	-0.4	-6	-9	-9	-10	-6
51	COc1ccc(C2C(C(=O)c3cccs3)=C(O)C(=O)N2c2cccc(C)n2)cc1OC (centres undefined)	7	-0.2	1	-0.3	-3	-9	-5	-3	-20
52	COc1cc(OC)cc(C(=O)N[C@H](C(=O)OCC(=O)NC(C)c2ccccc2)C(C)C)c1 (some centres undefined)	11	13	78*	68*	42*	-5	-13	19*	17
53	COc1ccc2oc(C(=O)OC(C)C(=O)Nc3ccc(N4CCOCC4)cc3)c(C)c2c1 (centres undefined)	11	0.2	4	-0.1	0	-1	-9	-7	4
54	NNc1ccc2nnc(C(F)(F)C(F)(F)C(F)(F)F)n2n1	28	0.4	-2	-0.3	-2	-7	6	-6	8
55	COc1ccc(CNCC(O)(c2ccccc2)c2ccc(F)cc2)cc1OC (centres undefined)	-4	12	3	2.1	-22	-9	-14	-3	5
56	CC1=CC(=O)N(c2ccn(C)n2)C1=O	4	0.5	0	0.5	-22	-11	7	-2	-12
57	O=C1C=C(NCCc2ccccc2)C2(CCCCC2)O1	-16	0.2	5	0.3	-9	9	-9	-2	-2
58	COc1ccc(C2c3c(oc4ccccc4c3=O)C(=O)N2CC2CCCO2)cc1 (centres undefined)	19	1.7	5	-0.8	-15	-19	-6	-1	-12
59	O=S(=O)(c1ccc(Br)cc1)c1nc(-c2ccccc2)oc1NCCN1CCOCC1	-10	-0.4	1	1.4	-10	6	-3	-2	-9
60	CC(=O)Nc1cccc(-c2csc(C(O)c3cccc(Cl)c3)n2)c1 (centres undefined)	25	4.5	10	.	.	-7	.	4	19
61	N#CC1=C(N)Oc2[nH]c(=S)[nH]c(=O)c2C12C(=O)Nc1ccccc12 (centres undefined)	14	1.0	5	2.8	8	-9	-1	1	7
62	COc1ccccc1NC(=S)N/N=C/c1ccc(O)cc1	28	-0.3	21	0.9	-20	-9	-3	-9	10
63	C=CCn1c(SCC(N)=O)nc(C)cc1=O	16	0.6	4	-0.3	6	-3	-4	-1	-1
64	O=C1C=C(N2CCOCC2)c2cccc3cccc1c23	-9	1.3	11	.	.	15	.	1	0
65	COc1cccc(-c2cnc(NCc3cc(Cl)ccc3O)n2C)c1	-3	0.7	.	3.0	-3	8	-3	-6	.
66	O=C(C1COc2ccccc2O1)N1CCN(c2nc3ccc([N+](=O)[O-])cc3s2)CC1 (centres undefined)	8	2.5	2	3.5	-3	-10	-4	3	0
67	C1=C(c2ccccc2)Nc2ncnn2C1c1ccccc1 (centres undefined)	19	0.1	10	0.1	-13	-17	0	-5	14
